Screening results: PubChem BioAssay, National Center for Advancing Translational Sciences (NCATS)
S3 lipid droplet – qHTS Assay for Lipid Storage Modulators in Drosophila S3 Cells; Drosophila S3 cells, BODIPY lipid droplet fluorescence, 18-24 h; cells fed with added oleic acid; Potency in µM for hits, for the others lipid storage change, negative = inhibition, % at the top dose, mostly 46.1 µM; 0.64% of 320,000 active; AID 2685; active = well fitted inhibition curve with a large enough effect in the signal ratio, with a control signal flat, not every such curve was filed as active; inconclusive = small, poorly fitted or top-dose-only effect, or effect the other way, or a change in a side signal; the % refers to the signal ratio
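Drosophila S3 cells loaded with oleic acid (400 uM, as added) and compounds at several concentrations; lipid droplets imaged by 488-nm laser-scanning cytometry, 500–530 nm intensity and object ratio to cell channel. Percent activity normalized to 20 uM Triacsin C.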
S3 lipid droplet cell count max – also measured in S3 lipid droplet; calls as there; cell number change, %; measured here: cell count max response;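 cells counted by Cell Tracker Red CMTPX staining in the red channel; peak over a dose series mostly up to 46.1 µM; percent activity relative to internal control wells on each plate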
Active calls of the source: *; [ ] = remark or other dose. % is scaled to controls: 0 for no effect and ±100 for the full control effect; potency is read from the fitted curve at half-maximal effect. Only part of the results is shown; count on the stated rates, not on these rows.

Screening COc1ccc(C(C#N)Nc2ccc(C)cc2)cc1 (configuration not stated) returned S3 lipid droplet inconclusive.
`CN1CCN(P(=O)(c2ccccc2)c2nc3ccccc3s2)CC1` (configuration not stated) gave S3 lipid droplet inconclusive.
`NC(=O)c1cc(NC(=O)c2ccc(NS(=O)(=O)c3cccs3)cc2)cc(C(N)=O)c1` gave S3 lipid droplet 4% and S3 lipid droplet cell count max 9.
`COc1ccc(-c2c(C)n([O-])c3c([n+]2=O)CCCCC3)cc1OC` gave S3 lipid droplet -16%[9.22 µM] and S3 lipid droplet cell count max -14.
Oc1ccc(-c2[nH]nc(-c3ccccc3)c2-c2nc3ccccc3[nH]2)cc1 was read as S3 lipid droplet inconclusive.
Screening Cc1ccc(S(=O)(=O)N(CC(O)CN2CCOCC2)c2cccc([N+](=O)[O-])c2)cc1 (configuration not stated) returned S3 lipid droplet 13% and S3 lipid droplet cell count max 3.
Screening COc1cccc(NC(=O)CSc2nc3ncc(Br)cc3[nH]2)c1 returned S3 lipid droplet inconclusive.
`COc1ccc(S(=O)(=O)Nc2noc3ccccc23)cc1OC` gave S3 lipid droplet 4% and S3 lipid droplet cell count max 2.
For CCN(CC)c1ccc2c(c1)C(=O)N(C)C2=O the results were S3 lipid droplet inactive.
For O=C1CC(NS(=O)(=O)c2cccnc2)CN1c1cccc(F)c1 (configuration not stated) the results were S3 lipid droplet inconclusive.
For COc1cccc(OC)c1C(=O)NC(C)c1ccccc1 (configuration not stated) the results were S3 lipid droplet 2% and S3 lipid droplet cell count max 0.
CC(C)(C)c1cc(C(=O)NNc2ccc(OC(F)(F)F)cc2)n(Cc2ccccc2)n1 was read as S3 lipid droplet 5% and S3 lipid droplet cell count max 8.
Screening O=[N+]([O-])c1cc(/C=N/NC(=S)Nc2ccccc2Cl)ccc1Cl returned S3 lipid droplet inconclusive.
For Cc1c(C)n(C(=O)CN2CCC(C(N)=O)CC2)c2ccccc12 the results were S3 lipid droplet inconclusive.
For Cc1nc(Nc2cccc(O)c2)c2oc3ccccc3c2n1 the results were S3 lipid droplet 3% and S3 lipid droplet cell count max 10.
Screening O=C(NC(Cc1ccccc1)C(=O)O)/C(=C/c1ccc(Cl)cc1)NC(=O)c1ccccc1 (configuration not stated) returned S3 lipid droplet -3% and S3 lipid droplet cell count max 2.
`O=[N+]([O-])c1ccc(/C=N/NC(=S)Nc2ccccc2)o1` gave S3 lipid droplet inconclusive.
`CN(C)S(=O)(=O)c1cccc(-c2csc(=Nc3ccccc3)n2CCCN2CCOCC2)c1` gave S3 lipid droplet inconclusive.
`CCOC(=O)c1c(-c2ccccc2)csc1NC(=O)CSc1nnc(C)s1` gave S3 lipid droplet inconclusive.
CC(=O)c1c(C)[nH]c(C(=O)COC(=O)c2cc(S(=O)(=O)N(C)c3ccccc3)ccc2Cl)c1C was read as S3 lipid droplet inconclusive.
`O=C(NCCS(=O)(=O)NCc1ccc2c(c1)OCO2)c1ccccc1` gave S3 lipid droplet inconclusive.
`CSc1cccc(NC(=O)c2[nH]c(C)c(C(C)=O)c2C)c1` gave S3 lipid droplet inactive and S3 lipid droplet cell count max -15.
`CC1=C(C(=O)OCc2ccccc2)C(c2ccc([N+](=O)[O-])cc2)NC(=O)N1CCCC(=O)O` (configuration not stated) gave S3 lipid droplet -6% and S3 lipid droplet cell count max 25.
Screening Cc1nc2ccccc2c(=O)n1-c1ccc(NS(=O)(=O)c2ccc(F)cc2)cc1 returned S3 lipid droplet inactive and S3 lipid droplet cell count max -23.
Screening COc1ccc(CC(=O)Nc2cccc(C(=O)NN3C(=O)c4ccccc4C3=O)c2C)cc1 returned S3 lipid droplet -1% and S3 lipid droplet cell count max -11.
CCO[C@@H]1OC(C(=O)NCc2nc3ccccc3[nH]2)=C[C@H](C2CCCCC2)[C@H]1CCCO was read as S3 lipid droplet inconclusive.
Screening CCCCc1ccc(NC(=O)CSc2nc(=O)n(CCN(CC)CC)c3c2CCCC3)cc1 returned S3 lipid droplet inconclusive.
Screening CC(=C/c1ccccc1)/C=N/Nc1nc(N2CCOCC2)nc(N2CCOCC2)n1 returned S3 lipid droplet -3% and S3 lipid droplet cell count max -4.
`CCN(c1ccccc1)S(=O)(=O)c1ccc(C(=O)Nc2cccc(C)n2)cc1` gave S3 lipid droplet 2% and S3 lipid droplet cell count max -18.
`COC(=O)Cc1[nH]n(-c2nc3ccccc3s2)c(=O)c1C(C)=Nc1ccc(C)cc1` gave S3 lipid droplet -14% and S3 lipid droplet cell count max -14.
For Cc1cc(C)nc(N2CCN(CC(=O)NCc3ccccc3)CC2)n1 the results were S3 lipid droplet inconclusive.
For FC(F)Sc1nc(-c2ccccc2)c(-c2ccccc2)n1C(F)F the results were S3 lipid droplet 1% and S3 lipid droplet cell count max 14.
CCN1C(=O)/C(=C\c2ccc(F)cc2)N=C1SCC(=O)NCc1ccco1 was read as S3 lipid droplet 4% and S3 lipid droplet cell count max 9.
`O=C(O)CCN1C(=O)c2ccc(Oc3ccc4c(c3)C(=O)N(CCC(=O)O)C4=O)cc2C1=O` gave S3 lipid droplet inconclusive.
`CCN(C(=O)c1ccc2c(Cl)c3c(nc2c1)CCC3)c1cccc(C)c1` gave S3 lipid droplet inconclusive.
Screening Cc1nc2c(C(=O)N3CCOCC3)cnn2c(C)c1Cc1cccc(Cl)c1 returned S3 lipid droplet inconclusive.
For COC1=CC(=Cc2c(N)n3nc(CC(=O)N4CCOCC4)sc3nc2=O)C=C(OC)C1=O the results were S3 lipid droplet inconclusive.
O=C(Nc1ccc(Cl)cc1)N1CCc2[nH]c3ccccc3c2C1 was read as S3 lipid droplet inconclusive.
For Cc1ccc(Cn2ccc(=O)c(Cc3c(Cl)cccc3Cl)c2C)cc1 the results were S3 lipid droplet -15% and S3 lipid droplet cell count max 7.
`c1ccc(CN(Cc2cccs2)C(c2cccs2)c2nnnn2C2CCCC2)cc1` (configuration not stated) gave S3 lipid droplet inconclusive.
CC(C)(C)OC(=O)N1CC(O)CC1C(=O)OCC(=O)c1ccccc1 (configuration not stated) was read as S3 lipid droplet 8% and S3 lipid droplet cell count max 9.
For COc1cccc(NC(=O)C2CCCN2S(=O)(=O)c2ccc3c(c2)C(C)(C)C(=O)N3C)c1 (configuration not stated) the results were S3 lipid droplet -19% and S3 lipid droplet cell count max 36.
Cc1cc(C)c(C#N)c(SCC(=O)Nc2nnc(-c3ccccc3)s2)n1 was read as S3 lipid droplet inconclusive.
For C=CCc1cc(Cl)ccc1OCCNCCOC the results were S3 lipid droplet inconclusive.
`O=C(Nc1cccc(Cl)c1)c1cnc[nH]1` gave S3 lipid droplet inconclusive.
O=C(c1cnccn1)N(Cc1ccco1)C1(C(=O)NC2CCCC2)CCCCC1 was read as S3 lipid droplet inconclusive.
C/C(=N\Nc1ccc(Cl)c(C(=O)O)c1)c1cccc2ccccc12 was read as S3 lipid droplet inconclusive.
Screening Clc1cc2cccnc2c2ncccc12 returned S3 lipid droplet 3% and S3 lipid droplet cell count max -1.
`CC(=O)c1ccc(NC(=O)CNCc2cccs2)cc1` gave S3 lipid droplet 7% and S3 lipid droplet cell count max 6.
Screening COC(=O)C1=C(C)N(Cc2ccco2)C(=O)N[C@H]1c1ccccc1 returned S3 lipid droplet 2% and S3 lipid droplet cell count max 10.
For CS(=O)(=O)N1N=C(c2ccco2)CC1c1ccc(Cl)cc1Cl (configuration not stated) the results were S3 lipid droplet 15% and S3 lipid droplet cell count max -14.
Cc1ccc(CNC(=O)C(=O)NCC(c2ccco2)N2CCOCC2)cc1 (configuration not stated) was read as S3 lipid droplet 7% and S3 lipid droplet cell count max -3.
`Cc1ccc(C)c(NS(=O)(=O)c2cc(C(=O)Nc3cccc(N(C)S(C)(=O)=O)c3)ccc2C)c1` gave S3 lipid droplet inconclusive.
For C#CCOCCOCCOCCNc1nc(N2CCN(C(=O)CCCCCCCCCCNC(=O)[C@@H](CCC(=O)O)n3cc(CCCCCN)nn3)CC2)nc(N2CCN(C(=O)CCCCCCCCCCNC(=O)[C@H](CO)n3cc(CCCSC)nn3)CC2)n1 the results were S3 lipid droplet inconclusive.
For CCC(=O)n1nc(-c2ccccc2)nc1N the results were S3 lipid droplet -11% and S3 lipid droplet cell count max -3.
For CCCCC/C(=N\NC(=O)CCC(=O)NCc1ccccc1)c1ccccc1 the results were S3 lipid droplet inconclusive.
COc1ccc(C(=O)/C=C(\N)C(F)(F)F)c(O)c1 was read as S3 lipid droplet inconclusive.
For O=C(O)CCCNC(=O)/C(=C\c1ccc(Cl)cc1)NC(=O)c1ccc(Br)cc1 the results were S3 lipid droplet -10%[9.22 µM] and S3 lipid droplet cell count max 6.
CCc1ccc(S(=O)(=O)Nc2nccs2)cc1 was read as S3 lipid droplet inconclusive.
`CSc1cccc(NC(=O)COc2ccccc2C)c1` gave S3 lipid droplet inconclusive.
Screening Cc1ccc(S(=O)(=O)NCC(=O)N2CCN(c3ccccn3)CC2)cc1 returned S3 lipid droplet inconclusive.
Cc1csc(NC(=O)C(NS(=O)(=O)c2ccc(Br)s2)c2ccccc2)n1 (configuration not stated) was read as S3 lipid droplet 4% and S3 lipid droplet cell count max -18.
For CCC(C)c1ccccc1NS(=O)(=O)c1cnn(CC)c1 (configuration not stated) the results were S3 lipid droplet 5% and S3 lipid droplet cell count max 4.
For Cc1cccc(NC(=O)Nc2ccc(Oc3c(F)c(F)c(F)c(F)c3F)cc2)c1 the results were S3 lipid droplet inconclusive.
Screening CC1=C(C)CC(C(=O)NCc2c(F)cccc2Cl)C(C(=O)O)C1 (configuration not stated) returned S3 lipid droplet -4% and S3 lipid droplet cell count max 8.
COc1ccc(/C=C/C(=O)N2CCC(c3ccccc3)C2)cc1 (configuration not stated) was read as S3 lipid droplet inconclusive.
Screening O=C(NCCCN1CCOCC1)C(=O)NCC1OCCN1S(=O)(=O)c1ccc(F)cc1 (configuration not stated) returned S3 lipid droplet inactive[0.369 µM] and S3 lipid droplet cell count max -13.
Screening CC(C)N1CCN(c2ccncc2S(=O)(=O)N2CCOCC2)CC1 returned S3 lipid droplet inconclusive.
`COc1ccc(NC(=O)CCSc2cc(C)c3ccccc3n2)cc1` gave S3 lipid droplet inconclusive.
Cc1c(C)n(C)c2ccc(C(=O)NCCCN3CCN(c4ccccc4F)CC3)cc12 was read as S3 lipid droplet inconclusive.
COC(=O)CCSCC(=O)Nc1ccc(S(=O)(=O)N2CCOCC2)cc1OC was read as S3 lipid droplet inconclusive.
For O=C(NCc1ccco1)/C(=C\c1cccs1)NC(=O)c1ccsc1 the results were S3 lipid droplet inconclusive.
`O=C(NCC1CCCO1)c1cn(Cc2ccccc2)nc1-c1ccccc1` (configuration not stated) gave S3 lipid droplet 6% and S3 lipid droplet cell count max -4.
Screening Cc1ccccc1NC(=O)c1ccc(-n2cncn2)nc1 returned S3 lipid droplet inconclusive.
For COc1ccc(CNC(=S)Nc2ccc3nc(N4CCN(C)CC4)cc(C)c3c2)cc1 the results were S3 lipid droplet 16%.
Screening O=C(NNC(=O)c1ccc[nH]1)Nc1cccc(C(F)(F)F)c1 returned S3 lipid droplet inconclusive.
Screening O=C(NCc1nc2ccccc2[nH]1)C1=C[C@@H](c2ccccc2)C[C@@H](OCCCCO)O1 returned S3 lipid droplet -18% and S3 lipid droplet cell count max -4.
Screening COc1ccc(NC(=O)Cn2c(NCC(C)O)nc3ccccc32)cc1Cl (configuration not stated) returned S3 lipid droplet 9%.
`CC(CNC(=O)Cn1ccc(N)nc1=O)c1ccccc1` (configuration not stated) gave S3 lipid droplet inconclusive.
CCCCNC(C(=O)Nc1cccc(S(=O)(=O)N2CCOCC2)c1)c1ccccc1 (configuration not stated) was read as S3 lipid droplet inconclusive.
Screening C=CCC(C#Cc1ccc(C)cc1)N(CC)CC (configuration not stated) returned S3 lipid droplet inconclusive.
Screening Cc1cc(C)cc(C(=O)NC(CC(N)=O)c2ccc(NCCN3CCCC3)c([N+](=O)[O-])c2)c1 (configuration not stated) returned S3 lipid droplet 0% and S3 lipid droplet cell count max 1.
Screening O=C(CCS(=O)(=O)c1ccc(Cl)cc1)NCCC1=CCCCC1 returned S3 lipid droplet inconclusive.

Structures above with two or more sulfur atoms, in the order listed:
`NC(=O)c1cc(NC(=O)c2ccc(NS(=O)(=O)c3cccs3)cc2)cc(C(N)=O)c1` gave S3 lipid droplet 4% and S3 lipid droplet cell count max 9.
`CN(C)S(=O)(=O)c1cccc(-c2csc(=Nc3ccccc3)n2CCCN2CCOCC2)c1` gave S3 lipid droplet inconclusive.
`CCOC(=O)c1c(-c2ccccc2)csc1NC(=O)CSc1nnc(C)s1` gave S3 lipid droplet inconclusive.
`c1ccc(CN(Cc2cccs2)C(c2cccs2)c2nnnn2C2CCCC2)cc1` (configuration not stated) gave S3 lipid droplet inconclusive.
Cc1cc(C)c(C#N)c(SCC(=O)Nc2nnc(-c3ccccc3)s2)n1 was read as S3 lipid droplet inconclusive.
`Cc1ccc(C)c(NS(=O)(=O)c2cc(C(=O)Nc3cccc(N(C)S(C)(=O)=O)c3)ccc2C)c1` gave S3 lipid droplet inconclusive.
CCc1ccc(S(=O)(=O)Nc2nccs2)cc1 was read as S3 lipid droplet inconclusive.
Cc1csc(NC(=O)C(NS(=O)(=O)c2ccc(Br)s2)c2ccccc2)n1 (configuration not stated) was read as S3 lipid droplet 4% and S3 lipid droplet cell count max -18.
COC(=O)CCSCC(=O)Nc1ccc(S(=O)(=O)N2CCOCC2)cc1OC was read as S3 lipid droplet inconclusive.
For O=C(NCc1ccco1)/C(=C\c1cccs1)NC(=O)c1ccsc1 the results were S3 lipid droplet inconclusive.
